From PubChem
IDH1 R132H inh: human IDH1 R132H inhibition; 390,000 tested, 0.093% active; Potency, µM (doses to about 76.6 µM), for the others: at the highest dose activity change, negative = inhibition, actives largely listed as inhibitors; O75874; IDH1-R132H enzyme, NADPH consumption, diaphorase/resazurin fluorescence; also: potency is read from the fitted curve at half-maximal effect; % is scaled to controls: 0 for no effect and ±100 for the full control effect; nearly all actives have a fitted effect of over 65% in size
Target sequence (O75874 whole entry R132H, stated change not applied): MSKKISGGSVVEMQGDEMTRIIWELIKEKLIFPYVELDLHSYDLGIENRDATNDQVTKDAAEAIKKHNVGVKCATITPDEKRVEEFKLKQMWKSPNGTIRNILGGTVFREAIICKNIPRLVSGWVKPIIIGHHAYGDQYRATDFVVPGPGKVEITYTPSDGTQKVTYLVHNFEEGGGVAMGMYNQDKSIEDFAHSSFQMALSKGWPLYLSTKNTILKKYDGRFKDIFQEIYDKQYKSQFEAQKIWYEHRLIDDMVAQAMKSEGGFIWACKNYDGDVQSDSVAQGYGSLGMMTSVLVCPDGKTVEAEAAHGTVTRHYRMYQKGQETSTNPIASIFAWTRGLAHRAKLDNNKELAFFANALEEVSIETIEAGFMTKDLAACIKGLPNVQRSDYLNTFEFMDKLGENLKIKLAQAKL
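IDH1-R132H (0.5 ug/mL) preincubated 30 min with compound, then NADPH (0.016 mM) and alpha-KG (2 mM) added; 80 min at RT, pH 7.5. Remaining NADPH coupled via diaphorase/resazurin to fluorescence (540/590 nm); concentration-response curves normalized to no-enzyme control.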
Pin1 inh: inhibitors of human Pin1; Q13526; Pin1 FP peptide displacement, HiFluor488, 10 min; Potency, µM (titrated, usually from 115 µM), inactives show at the highest dose activity, negative = inhibition, usual class: inhibitors; 390,000 tested, 0.009% active; active = well fitted inhibition curve with a large enough effect in the polarisation, with a control signal flat, not every such curve was filed as active; inconclusive = small, poorly fitted or top-dose-only effect, or effect the other way, or a change in a side signal; inactive = no such curve, though single readings can be large or run the other way; the % refers to the polarisation; also: potency is read from the fitted curve at half-maximal effect; % is scaled to controls: 0 for no effect and ±100 for the full control effect
Target sequence (Q13526 whole entry, looked up): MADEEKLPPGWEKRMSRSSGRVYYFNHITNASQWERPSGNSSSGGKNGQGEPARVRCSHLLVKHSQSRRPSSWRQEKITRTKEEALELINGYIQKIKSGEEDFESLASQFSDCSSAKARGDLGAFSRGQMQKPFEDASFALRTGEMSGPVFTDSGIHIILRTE
D2 agonist: agonists of human D2 dopamine receptor; P14416; activation, % at 2 µM; HEK293 T-REx D2 cells, calcium flux agonist mode; AID 485358; 340,000 tested, 0.53% active;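 active = activation over 3 SD above normal in the single-dose calcium agonist read, cut at about 30% in these data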; also: 0% is about no effect
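Agonism scored from kinetic calcium signal (1 read/sec, 180 s) following compound pin transfer, after a 10 s baseline. Cells: HEK293 Trex line expressing inducible D2 receptor coupled to calcium, dye-loaded after overnight culture at 30 C.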
TRHR enhancer: TRH receptor (human) allosteric enhancement. TRHR cells, fluo-8 calcium fluorescence, EC20 TRH enhancement. enhancement, % at 2 µM. 360,000 tested, 0.66% active; in the data active = enhancement above about 30%; also: 0% is about no effect
Target sequence (P34981 whole entry, looked up): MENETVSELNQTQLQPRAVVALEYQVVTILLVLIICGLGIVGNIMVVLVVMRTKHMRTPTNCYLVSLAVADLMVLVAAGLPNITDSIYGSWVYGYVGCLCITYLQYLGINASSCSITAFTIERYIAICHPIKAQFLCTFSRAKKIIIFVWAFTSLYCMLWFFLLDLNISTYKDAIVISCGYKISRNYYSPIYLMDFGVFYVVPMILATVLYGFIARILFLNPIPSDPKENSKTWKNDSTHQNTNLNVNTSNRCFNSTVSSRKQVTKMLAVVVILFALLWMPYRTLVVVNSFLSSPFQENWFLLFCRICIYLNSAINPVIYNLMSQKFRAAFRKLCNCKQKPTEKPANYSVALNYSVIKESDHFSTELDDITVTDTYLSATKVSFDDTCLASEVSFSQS
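Enhancer read-out: after compound pinning and an initial kinetic agonist-mode read, an EC20 of TRH (10 nM final) was injected and fluo-8 calcium signal (Ex 480/Em 530) followed at 1 s/cycle for 100 cycles in TRHR-expressing cells.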
TrxR1 inh: blocks rat thioredoxin reductase 1; recombinant rTrxR1, NADPH fluorescence consumption, selenite substrate; Potency, µM (highest dose often 114 µM), inactives show top-dose activity change, negative = inhibition, hits mostly inhibitors; 390,000 tested, 1% active; AID 588453; also: potency is read from the fitted curve at half-maximal effect; % is scaled to controls: 0 for no effect and ±100 for the full control effect; nearly all actives have a fitted effect of over 65% in size
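Rat TrxR1 (90 nM in the dispensed reagent) was pre-reduced with 400 uM NADPH for 5 min at room temperature, then incubated with compound for 15 min. After 400 uM selenite was added, NADPH fluorescence (Ex 340/Em 450 nm) was followed for 8 min.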
TrxR1 substrate: is turned over as a substrate by rat TrxR1. Potency, µM (top dose mostly 114 µM), for inactives: top-dose activity change, negative = substrate turnover. 390,000 tested, 0.01% active. purified TrxR1 substrate turnover, NADPH consumption readout; also: potency is read from the fitted curve at half-maximal effect; % is scaled to controls: 0 for no effect and ±100 for the full control effect; nearly all actives have a fitted effect of over 50% in size
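Rat TrxR1, dispensed at 90 nM, was prereduced with 400 uM NADPH (final) for 5 min at ~22 deg C, then incubated with compound 15 min before 400 uM selenite. A first-read NADPH fluorescence drop versus no-compound background flagged substrates.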
USP1-UAF1 inh: inhibitors of human USP1/UAF1 deubiquitinase. recombinant USP1/UAF1, Ub-Rhodamine cleavage fluorescence. O94782. 390,000 tested, 0.23% active. AID 743255. Potency, µM (doses to about 57.1 µM), without a hit: at the top dose activity change, negative = inhibition, actives largely listed as inhibitors; also: potency is read from the fitted curve at half-maximal effect; % is scaled to controls: 0 for no effect and ±100 for the full control effect; nearly all actives have a fitted effect of over 60% in size; inactives centre near -12
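USP1/UAF1 complex (1 nM) preincubated 15 min at room temperature with compound, then Ub-Rho substrate (150 nM final) added. Kinetic fluorescence at 480/540 nm over 6 reads at 60 s intervals; 50 mM HEPES pH 7.8, 0.5 mM EDTA, 0.1 mg/ml BSA, 1 mM TCEP, 0.01% Tween-20.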
D2 antag: D2 dopamine receptor (human) antagonism | P14416 | inhibition, % at 10 µM | HEK293 TREx D2 cells, calcium flux, dopamine EC80 | 340,000 tested, 2% active; in the data active = inhibition above about 30%; also: 0% is about no effect
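Compounds are added to dye-loaded, induced HEK293 T-REx cells coupled to calcium release via D2; after a 3 min kinetic read an EC80 dopamine stimulus is given and fluorescence is recorded for 3 more min.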
TRHR ag: TRH receptor (human) agonism | TRHR cells, calcium flux fluo-8, FDSS agonist mode | activation, % at 2 µM | 360,000 tested, 0.18% active; in the data active = activation above about 30%; also: 0% is about no effect
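TRHR-expressing cells, plated overnight in medium with 10% serum, were loaded with fluo-8 calcium dye at room temperature. After a 10 s baseline, library compound was pin-added and calcium release was recorded kinetically (ex 480/em 530) as agonist response.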
An asterisk follows results filed as active; ? = inconclusive; / = not tested or not shown; & = joins results of further samples; [ ] = remark or other dose. Unless noted, calls follow the shape of the dose curve; as a rule, active = well fitted inhibition curve with a large enough effect; inconclusive = small, poorly fitted or top-dose-only effect; inactive = no such curve, though single readings can be large or run the other way. Only part of the results is shown (hit frequency here may not be typical).

SMILES	IDH1 R132H inh	Pin1 inh	D2 agonist	TRHR enhancer	TrxR1 inh	TrxR1 substrate	USP1-UAF1 inh	D2 antag	TRHR ag
Cc1ccc(-n2c(C)cc(C(=O)COc3c(CO)cc(F)cc3CO)c2C)cc1C	4%	3%	-1.5	0	6%	-5%	-13%	-16	-0.8
CCC(=O)Nc1nnc(C(C)(C)C)s1	3%	-13%	-0.8	8	3%	-4%	-8%	-6	-0.4
CC(C)CNC(=O)NC(=O)COC(=O)C1CSC2(c3ccc(F)cc3)CCC(=O)N12 (stereo unspecified)	0%	?	1.9	-3	2%[57.1 µM]	-2%[57.1 µM]	-10%	-12	0.1
CC(C)OC(=O)CSc1nc2ncc(Cl)cc2[nH]1	0%	-2%	0.0	0	3%	-5%	-17%	-8	-0.9
CCOC(=O)[C@H]1[C@H]2COc3ccc(OC)cc3[C@@H]2N2C(=O)CN(CC3CCCO3)C(=O)[C@@]12C (stereo partly specified)	-1%	0%	0.2	-1	4%[57.1 µM]	8%[57.1 µM]	-10%	1	0.0
CCn1nc(C)cc1-c1n[nH]c(=S)n1N	9%	4%	-0.6	-18	-18%	0%	-19%	3	0.4
COc1ccc(C2/C(=C(/O)c3ccc4c(c3)CC(C)O4)C(=O)C(=O)N2CCCn2ccnc2)cc1 (stereo unspecified)	0%	-3%	0.1	0	13%	-5%	-18%	-9	-0.1
Cc1ccc(-c2csc(NC(=O)/C=C/c3cccs3)n2)cc1C	-2%	17%	0.7	-1	-9%	-7%	-23%	-4	0.8
CCOC(=O)N1CCC(Nc2ncnc3c2cnn3-c2ccccc2)CC1	6%	?	0.0	-1	18%	12%[57.1 µM]	-1%	6	-0.2
CC1CCCC(C)N1C(=O)COC(=O)CNC(=O)c1ccccc1 (stereo unspecified)	4%	-28%	0.1	7	-4%	-2%	-9%	3	0.9
COc1cc(/C=C2/C(=N)N3N=C(C(C)C)SC3=NC2=O)ccc1OS(=O)(=O)c1ccccc1	14%	-4%	0.6	-1	-16%	-11%	-13%	-20	0.8
CCNC(=S)N/N=C(\C)c1ccc(Cl)s1	4%	-5%	-1.3	-1	-16%	-6%	-12%	-1	-0.7
O=C(O)c1cccc(Nc2nc(-c3cccnc3)nc3ccccc23)c1	3%	8%	-0.6	-3	3%[57.1 µM]	8%[57.1 µM]	-20%	-2	0.2
Cc1cc(NC(=O)CSc2n[nH]c(=O)[nH]c2=O)ccc1Br	-5%	-1%	0.5	-4	12%	-6%	-4%	14	0.0
CCc1cc2c(=O)[nH]c(-c3ccccn3)nc2s1	10%	10%	-2.6	18	2%	-2%	-17%	-19	-0.5
CC1(C)CC(=O)C(C(C2=C(O)CC(C)(C)CC2=O)c2ccc(Br)s2)C(=O)C1 (stereo unspecified)	4%	-8%	2.1	2	4µM*	-16%	-9%	-7	-0.8
Cn1c(C(=O)N2CCC(C(N)=O)CC2)cc2cc(Cl)ccc21	-2%	-5%	-0.5	57*	21%	3%	-28%	-15	0.5
Cn1ccs/c1=N\S(=O)(=O)c1ccc(F)cc1	3%	2%	0.0	7	15%[57.1 µM]	11%[57.1 µM]	-18%	-24	-0.6
CCOc1ccc(C(=O)NCC(=O)OCC(=O)Nc2ccccc2OCC)cc1	-3%	4%	0.3	-5	-3%	-2%	-13%	8	-1.4
Cc1nc(N(C)Cc2ccccc2)c2nnn(Cc3ccccc3)c2n1	5%	20%	0.5	-8	8%	-2%	-17%	6	0.8

2 entries from above, with two lines to a compound:
Order of results – IDH1 R132H inh | Pin1 inh | D2 agonist | TRHR enhancer | TrxR1 inh | TrxR1 substrate | USP1-UAF1 inh | D2 antag | TRHR ag
Cc1nc(N(C)Cc2ccccc2)c2nnn(Cc3ccccc3)c2n1
→ 5% | 20% | 0.5 | -8 | 8% | -2% | -17% | 6 | 0.8
CC1CCCC(C)N1C(=O)COC(=O)CNC(=O)c1ccccc1 (stereo unspecified)
→ 4% | -28% | 0.1 | 7 | -4% | -2% | -9% | 3 | 0.9

Other compounds:
SMILES	IDH1 R132H inh	Pin1 inh	D2 agonist	TRHR enhancer	TrxR1 inh	TrxR1 substrate	USP1-UAF1 inh	D2 antag	TRHR ag
CCCn1c(SCC(=O)Nc2cc(S(=O)(=O)N3CCOCC3)ccc2OC)n[nH]c1=O	7%	-2%	-1.2	-9	-11%	-7%	-5%	0	-1.0
CCN(CC(=O)Nc1cc(Cl)ccc1OC)CC(=O)NC1CCS(=O)(=O)C1 (stereo unspecified)	2%	-17%	1.9	-2	14%	7%	-16%	-10	0.4
O=C(CCSc1nnnn1-c1ccccc1)N1CCOCC1	0%	-2%	-0.8	2	-11%	1%	-15%	2	0.7
COC(=O)c1ccc(C2/C(=C(/O)c3ccc(OC)cc3)C(=O)C(=O)N2c2cc(C)on2)cc1 (stereo unspecified)	-7%	1%	0.1	2	-6%	-4%	-21%	-5	-1.5
O=C(CCNS(=O)(=O)c1c(Cl)cccc1Cl)OCC(=O)c1ccccc1F	5%	0%	-2.0	2	-7%	-15%	-5%	1	-0.6
CN(C)CCn1c(COc2ccccc2)nc2ccccc21	0%	7%	/	/	27%	6%	-22%	/	/
CCOC(=O)C1(C)C=C(Nc2ccc(OCC)cc2)C(=O)N1c1ccccc1 (stereo unspecified)	-5%	0%	-2.6	0	23%	0%	-24%	-10	0.0
COc1ccc(-n2cc(C(=O)OCc3ccc(F)c(F)c3)c3ccccc3c2=O)cc1	8%	3%	0.7	4	-2%[57.1 µM]	-5%[57.1 µM]	?	/	0.6
COc1ccccc1CN1C(=O)c2ccncc2C1=O	6%	-4%	-0.3	-12	5%	10%	-15%	17	-0.4
CN(C)C=Nc1ccc(Cl)c(Cl)c1	0%	-2%	1.8	5	-26%	-16%	-11%	6	0.4
C=CCSc1nc(C)cc(C(=O)OCC)c1C#N	4%	4%	0.1	-2	1%[57.1 µM]	-4%[57.1 µM]	-5%	-16	-1.4
Cc1ccc(S(=O)(=O)Nc2ccccc2N=Cc2c(F)c(F)c(F)c(F)c2F)cc1	-4%	-8%	/	/	2%[11.4 µM]	3%[11.4 µM]	-10%	/	/
CCC(=O)NC(=S)Nc1cc(C(=O)O)ccc1OC	-4%	-6%	0.5	2	-5%	1%	-18%	-12	0.1
COc1ccc(CC(=O)NCc2cccc(CNC(=O)Cc3ccc(OC)c(OC)c3)c2)cc1OC	-1%	8%	0.0	-10	2%	1%	-23%	-3	0.4
CCOc1ccc(OCC(=O)Nc2ccc(OC)cc2)cc1	14%	3%	-0.1	0	1%	-7%	-5%	-6	-0.5
CCCc1nnc(NC(=O)C(C)N2C(=O)C3C4C=CC(C4)C3C2=O)s1 (stereo unspecified)	8%	5%	/	7	-4%	-7%	-4%	/	-0.2
Cc1ccc(-c2cn3c(n2)sc2cc(C(=O)NCCC4=CCCCC4)ccc23)c(C)c1	0%	3%	0.9	-6	10%	11%	-3%	/	-0.8
CC(=O)c1cccc(NC(=O)Nc2c(C)n(C)n(-c3ccccc3)c2=O)c1	26%	0%	1.4	-1	3%	7%	-24%	/	0.6
COc1ccc2nc(NNC(=O)C3COc4ccccc4O3)sc2c1 (stereo unspecified)	21%	5%	0.2	-3	3%[57.1 µM]	9%[57.1 µM]	-12%	0	0.0
CC(NCc1ccccc1Cl)C(=O)Nc1ccc(S(=O)(=O)N2CCCC2)cc1 (stereo unspecified)	1%	3%	0.6	1	-6%	-4%	9%	5	0.2
CCOc1cc(C)c(S(=O)(=O)Nc2ccc(Cl)cn2)cc1C	-5%	1%	-0.2	-2	-5%	-3%	2%	-17	-1.5
CC(=O)c1cc(C(=O)Nc2ccccc2C(=O)O)oc1C	11%	-1%	0.9	22	-11%[57.1 µM]	-15%	0%	6	0.0
Cc1cccc(-c2nnc(SCC(=O)N3CCCC3)o2)c1	-6%	-3%	0.6	4	11%	-1%	?	-16	-0.4
CCN1CCN(Cc2ccc(NC(=O)c3ccc(C)c(NC(=O)C[C@@H]4NC(=O)[C@H](Cc5ccccc5)NC4=O)c3)cc2C(F)(F)F)CC1	5%&1%	2%	0.1	1	-5%[57.1 µM]	-6%	-32%&-2%	-6	0.3
CN=CC1=C(O)C(C(=O)OC)C(C)(C)CC1=O (stereo unspecified)	-3%	-7%	-0.3	-1	24%[57.1 µM]	9%[57.1 µM]	-21%	-4	0.8
COc1ccccc1Cc1nc2ccccc2nc1SCC(=O)N(C)c1ccc(F)cc1	-17%	0%	1.4	-15	23%[57.1 µM]	3%[57.1 µM]	-18%	/	0.4
CCOc1ccccc1OCCOc1ccccc1CC	-1%	2%	-0.7	3	2%[57.1 µM]	4%[57.1 µM]	-19%	-6	-0.6
COc1ccc(NS(=O)(=O)c2ccc3ccccc3c2)c2ncccc12	-8%	-2%	0.5	1	5%	-2%	-22%	-15	0.7
CCc1ccc(S(=O)(=O)Nc2cccc(-c3ccc(N4CCCCC4)nn3)c2)s1	0%	7%	-1.1	1	13%[57.1 µM]	-1%[57.1 µM]	-19%	/	-0.4
Cc1nc2ccc(S(=O)(=O)NC(C(=O)N3CCN(c4ccc(Cl)cc4)CC3)C(C)C)cc2s1 (stereo unspecified)	2%	0%	0.1	2	14%	2%	-25%	/	-0.5
COc1ccc(OC2CCN(S(=O)(=O)c3ccc(OC)cc3)CC2)cc1	-5%&9%	-7%&1%	-1.5&2.1	-6&-3	16%&34%	-5%&6%	-13%&-18%	2	-1.1&4.5
COc1ccc(NC(=S)N/N=C2/CCCc3c(C)cc(C)cc32)cc1	-9%	0%	0.1	-1	-10%	1%	-21%	-7	-0.2
CCCN(c1ccc(C(C)C)cc1)S(=O)(=O)c1c(C)[nH]c(=O)[nH]c1=O	-2%	5%	-0.6	18	2%	-2%	3%	-7	0.1
CCOc1ccc(N2C(=O)CC(NNc3nc4ccccc4s3)C2=O)cc1 (stereo unspecified)	1%	-5%	1.1	10	14%[2.29 µM]	-1%[11.4 µM]	-16%	-16	0.2
CCCCc1nnc(NC(=O)CSCc2cc(=O)n3c(C)csc3n2)s1	-10%	-1%	0.0	12	17%	-2%	-15%	8	0.1
